# Arr AP2 block – inhibitors of beta-arrestin/AP2 binding, primary screen, biochemical, GPCR trafficking, flow cytometry; inhibition, % at 10 µM; FITC-arrestin peptide / GST-AP2 beads; AP2 beta2 appendage carries R879A mutation; 340,000 compounds, 0.31% hits; beta-arrestin 1 C-terminal peptide binding to AP2 beta2-adaptin appendage (human);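 active = inhibition above a set limit, near 3 SD of compounds lacking own fluorescence, cut at about 54% in these data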;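 also: plate controls were DMSO wells for no effect and 5 µM unlabelled arrestin peptide for full effect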
#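 test system = AP2 appendage R879A on GSH beads | buffer or medium = PBS plus Tween 20 (0.05%) and BSA (0.1%) | incubation = 12 min plus 1 h, RT | detection = bead flow cytometry, FITC channel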
# SR-BI DiI-HDL act – activators of SR-BI mediated DiI-HDL uptake, primary screen, ldlA[mSR-BI] CHO cells, DiI fluorescence. activation, % at 12.5 µM. 320,000 compounds, 0.096% hits. 3 h; 100 = double the neutral-control signal;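 active = mean replicate activation of at least 60% and every replicate at or above 60%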;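 also: 0% = median plate neutral-control signal and 100% = twice that signal; values of inactives mirror those of a sister screen read the other way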
#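 Material: SR-BI-overexpressing, LDLR-lacking CHO cells | Dosing: Single compound concentration, delivered by pin transfer | Probe or stimulus: Labelled HDL, 10 µg/mL | Signal: Bottom-read cell fluorescence after medium removal, ex 550/em 595 nm | Schedule: 3 h, 37 °C | Evaluation: HDL uptake via cellular fluorescence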
# PvdQ acylase – P. aeruginosa PvdQ acylase inhibitors, primary screen, biochemical, fluorescence, plate reader and imaging, single point | PvdQ acylase [Pseudomonas aeruginosa LESB58] | purified PvdQ acylase | inhibition, % at 10 µM | 340,000 compounds, 0.063% hits | AID 488965, 2010; in the data active = inhibition above about 30%, passing the limit was not always enough;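 also: 0% = vehicle neutral wells and 100% = reference inhibitor wells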
# SR-BI HDL uptake – inhibitors of SR-BI mediated HDL lipid uptake, primary screen, ldlA[mSR-BI] cells, fluorescence, single point. inhibition, % at 12.5 µM. AID 488896, 2010. ldlA[mSR-BI] CHO cells, DiI-HDL uptake fluorescence, 3 h. 320,000 compounds, 0.96% hits. Scavenger receptor class B member 1 (Mus musculus), Q61009;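 active = mean replicate inhibition of at least 70% and a set share of replicates each scoring 70 or more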;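 also: 0% = median of neutral control wells and 100% = median of positive control wells; values of inactives mirror those of a sister screen read the other way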
# Target sequence (Q61009 whole entry, looked up): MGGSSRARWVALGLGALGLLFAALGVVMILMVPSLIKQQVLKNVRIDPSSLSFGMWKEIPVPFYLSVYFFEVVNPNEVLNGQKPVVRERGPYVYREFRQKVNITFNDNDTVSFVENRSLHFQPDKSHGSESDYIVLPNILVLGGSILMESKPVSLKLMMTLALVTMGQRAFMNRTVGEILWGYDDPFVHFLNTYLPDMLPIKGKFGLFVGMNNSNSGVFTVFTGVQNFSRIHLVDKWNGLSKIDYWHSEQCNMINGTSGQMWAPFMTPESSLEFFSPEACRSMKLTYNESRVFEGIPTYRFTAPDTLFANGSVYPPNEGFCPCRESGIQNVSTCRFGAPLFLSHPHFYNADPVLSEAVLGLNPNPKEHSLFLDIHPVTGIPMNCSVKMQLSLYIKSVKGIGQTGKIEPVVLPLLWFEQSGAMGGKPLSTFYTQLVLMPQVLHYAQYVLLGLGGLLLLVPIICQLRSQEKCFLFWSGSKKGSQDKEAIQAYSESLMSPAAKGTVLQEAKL
# C-LANA FP – inhibitors of KSHV C-LANA binding to DNA, primary screen, biochemical, fluorescence polarization, FAM-LBS DNA, MBP-C-LANA, single point; inhibition, % at 9 µM; AID 504423, 2011; Kaposi's sarcoma herpesvirus LANA C-terminal domain (residues 932-1162) DNA binding; 340,000 compounds, 0.078% hits;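 active = highest replicate inhibition at or above 60% at 9 µM, even if other replicates fall short; inactive = all replicates below 60% inhibition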;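 also: 0% = neutral control wells and 100% = 4 µM acridine orange control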
# DAGLB inh – DAGLB lipase inhibitors, primary screen, biochemical, fluorescence, HTS | Diacylglycerol lipase-beta (Homo sapiens), Q8NCG7 | 340,000 compounds, 0.059% hits | inhibition, % at 5.17 µM | AID 504411, 2011 | HEK293T DAGLB membrane lysate, EnzChek fluorogenic substrate; in the data active = inhibition above about 34%;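 also: 0% = enzyme with vehicle and 100% = wells lacking enzyme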
# NSD2 inh – NSD2 histone methyltransferase inhibitors, primary screen, biochemical, AlphaScreen, single concentration, set 2; Histone-lysine N-methyltransferase NSD2 (Homo sapiens), O96028; NSD2 peptide methylation, 120 min; inhibition, % at 12.5 µM; 310,000 compounds, 0.54% hits; in the data active = inhibition above about 50%
# Cardiac RTF inh – cardiac RTF calcium sensitivity inhibitors, primary screen, biochemical, IANBD-TnC fluorescence, EC70 calcium. Troponin I, cardiac muscle (Homo sapiens) + Troponin T, cardiac muscle (Homo sapiens) + …. IANBD-labeled cardiac RTF, Ca2+ fluorescence. inhibition, % at 7.15 µM. 340,000 compounds, 0.12% hits. AID 493244, 2011;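 active = inhibition above the mean inhibition of all tested compounds plus 3 SD, cut at about 17% in these data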;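 also: assay run at fixed EC70 calcium of 1.6 mM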
# PKA-R2B act – activators of PKA-R2B holoenzyme, primary screen, biochemical, fluorescence polarization, Cy5-IP20, human; cAMP-dependent protein kinase catalytic subunit beta (Homo sapiens) + cAMP-dependent …; PKA-R2B holoenzyme dissociation; R2B truncated from residue 108, S112A mutant; 0% DMSO only, 100% 113 µM cGMP; activation, % at 11.4 µM; 340,000 compounds, 0.079% hits;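 active = activation above a cutoff set at the mean over all compounds plus 3 SD, cut at about 18% in these data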;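 also: higher means more holoenzyme dissociation and a rise in polarization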
# Keap1-Nrf2 PPI – Keap1-Nrf2 protein-protein interaction inhibitors, primary screen, biochemical, fluorescence polarization, single point. AID 504523, 2011. Kelch-like ECH-associated protein 1 (Homo sapiens), Q14145. inhibition, % at 9.4 µM. 340,000 compounds, 0.15% hits. Keap1 Kelch-Nrf2 peptide fluorescence polarization, 1536-well; in the data active = inhibition above about 12%;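 also: human Keap1 Kelch domain with fluorescein labeled Nrf2 9mer peptide probe; 0% = neutral control wells and 100% = peptide positive control; higher means more block of Keap1 binding to Nrf2 peptide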
# * marks the source's active call; other numbers are inactive results; . = not tested or not shown.
SMILES,Arr AP2 block,SR-BI DiI-HDL act,PvdQ acylase,SR-BI HDL uptake,C-LANA FP,DAGLB inh,NSD2 inh,Cardiac RTF inh,PKA-R2B act,Keap1-Nrf2 PPI
CCc1c(C#N)c(SCCC(=O)Nc2cccc(OC)c2)nc2c1C(=O)CC(C)(C)C2,6.1,-60.3,-5.7,60.3,-1.2,-8.8,-7.3,3.4,-3.9,-0.2
COC(=O)COc1ccc(-c2nccc(-c3ccccn3)n2)cc1,14.4,4.6,-19.3,-4.6,2.1,12.3,-2.4,0.0,-0.2,-2.9
COc1cccc(NC(=O)Cn2c(=O)c3c(ncn3Cc3ccccc3)n(Cc3ccccc3)c2=O)c1,26.3,1.7,2.1,-1.7,-0.1,-2.3,1.8,-1.5,-4.1,-2.8
CCC(=O)Oc1ccc(C(=O)Nc2c[nH]c(=O)[nH]c2=O)cc1,-10.2,3.9,-4.9,-3.9,-0.3,-0.9,0.0,-5.2,-12.5,0.6
NS(=O)(=O)c1ccc(CNC(=O)c2cccc(S(=O)(=O)N3CCc4ccccc43)c2)cc1,0.7,12.6,-9.3,-12.6,1.0,-0.7,1.9,-4.4,-6.1,5.7
COc1cccc(/C=N\n2c(C)nnc2C)c1OC,-6.7,.,-17.7,.,0.3,-1.3,0.1,-4.3,-2.1,-0.4
Nc1ccc(-c2nc(-c3ccccc3)nc3ccccc23)cc1,14.4,-71.5,-1.8,71.5*,1.1,0.4,-13.4,0.6,3.3,0.1
CC1CN(C(=O)COC(=O)c2cc3ccccc3cc2O)CC(C)O1 (configuration not stated),-4.1,-33.2,-6.2,33.2,-0.9,-1.7,-0.3,-9.2,1.2,-4.7
Cc1ccc(S(=O)(=O)N2CCSC2c2ccco2)cc1 (configuration not stated),-5.6,.,-12.4,.,2.5,-3.1,6.5,-4.3,-10.5,-9.2
COc1ccc(NC(=O)C2CC(=O)N(CCc3ccc(Cl)cc3)C2)cc1 (configuration not stated),10.6,1.3,-10.8,-1.3,-0.2,0.9,-5.0,3.2,-1.6,-3.1
COC(CNC(=O)c1ccc2c(c1)nc(C)n2-c1cccc(C)c1)OC,-11.8,-4.1,3.1,4.1,1.9,-0.7,2.0,-4.3,-4.3,1.1
CC(C)Oc1ccccc1/C=N/NC(=O)c1ccc(F)cc1,7.6,-63.4,9.2,63.4,-0.7,-0.4,0.5,2.9,-5.9,-2.6
CCOc1ccc(NC(=O)CCSc2nc3c(c(CC)c2C#N)C(=O)CC(C)(C)C3)cc1,47.3,-0.5,11.4,0.5,-0.7,-6.8,3.1,6.8,-0.1,-2.1
CC(=O)NCc1cccc(CNC(C)=O)n1,-2.9,-19.5,-3.9,19.5,0.0,-1.6,-3.8,1.5,9.3,1.8
COc1ccc(NS(=O)(=O)c2cc(NS(=O)(=O)c3cc(C(=O)O)ccc3OC)ccc2C)cc1,-4.1,31.5,-0.9,-31.5,-0.5,3.9,-0.7,3.4,-1.2,-1.6
O=C(CN1CCc2ccccc2C1)Nc1cc(S(=O)(=O)N2CCOCC2)ccc1N1CCCC1,-0.8,-26.0,-5.1,26.0,-1.3,-0.2,7.0,-2.2,5.1,-4.7
CCOc1ccc(S(=O)(=O)Nc2ccc(C(=O)NCC(c3ccc(OC)cc3)N3CCOCC3)cc2)cc1 (configuration not stated),38.9,-0.6,0.8,0.7,1.5,0.1,1.6,-0.5,-7.1,0.5
Cc1c(C(=O)NCc2ccccc2CN2CCCC2)oc2ccccc12,8.1,12.1,4.0,-12.1,-2.7,-0.7,0.8,0.0,-11.6,0.8
N#Cc1c(NCCO)ccc([N+](=O)[O-])c1NCCO,0.9,-21.7,-9.9,21.6,0.0,0.9,0.5,-6.4,3.8,1.4
O=[N+]([O-])c1cc(S(=O)(=O)N2CCCC2)ccc1SCCO,15.5,13.5,7.7,-13.5,0.0,-3.0,-0.2,-3.4,3.1,5.5

# Sorted by value in Cardiac RTF inh (lowest first): 3 from the list above
SMILES,Arr AP2 block,SR-BI DiI-HDL act,PvdQ acylase,SR-BI HDL uptake,C-LANA FP,DAGLB inh,NSD2 inh,Cardiac RTF inh,PKA-R2B act,Keap1-Nrf2 PPI
N#Cc1c(NCCO)ccc([N+](=O)[O-])c1NCCO,0.9,-21.7,-9.9,21.6,0.0,0.9,0.5,-6.4,3.8,1.4
COc1cccc(/C=N\n2c(C)nnc2C)c1OC,-6.7,.,-17.7,.,0.3,-1.3,0.1,-4.3,-2.1,-0.4
COc1cccc(NC(=O)Cn2c(=O)c3c(ncn3Cc3ccccc3)n(Cc3ccccc3)c2=O)c1,26.3,1.7,2.1,-1.7,-0.1,-2.3,1.8,-1.5,-4.1,-2.8

# Records listed so far that bear a hit mark in SR-BI HDL uptake.
SMILES,Arr AP2 block,SR-BI DiI-HDL act,PvdQ acylase,SR-BI HDL uptake,C-LANA FP,DAGLB inh,NSD2 inh,Cardiac RTF inh,PKA-R2B act,Keap1-Nrf2 PPI
Nc1ccc(-c2nc(-c3ccccc3)nc3ccccc23)cc1,14.4,-71.5,-1.8,71.5*,1.1,0.4,-13.4,0.6,3.3,0.1

# Later entries.
SMILES,Arr AP2 block,SR-BI DiI-HDL act,PvdQ acylase,SR-BI HDL uptake,C-LANA FP,DAGLB inh,NSD2 inh,Cardiac RTF inh,PKA-R2B act,Keap1-Nrf2 PPI
COc1cc2c(cc1OC)C(c1ccc([N+](=O)[O-])cc1)N(C(C)=O)CC2 (configuration not stated),-17.2,-18.6,-19.7,18.6,-1.9,-0.8,1.0,-13.0,-0.8,-1.9
CCS(=O)(=O)Nc1ccccc1C(N)=O,-5.3,12.7,-15.1,-12.7,-0.3,1.2,-2.3,-4.6,-3.7,3.7
CCn1cc(C(=O)N2CCN(c3ccccc3)CC2)c(=O)c2cc(S(=O)(=O)N3CCOCC3)ccc21,25.4,29.2,2.3,-29.2,-0.9,1.4,-0.7,1.8,-13.1,0.8
C=CCN=C(NC#N)SCc1ccccc1,1.1,19.7,5.1,-19.7,0.9,1.6,-1.8,-3.0,-10.3,-2.7

# Full records, quoted from the list:
# `CCn1cc(C(=O)N2CCN(c3ccccc3)CC2)c(=O)c2cc(S(=O)(=O)N3CCOCC3)ccc21` across the screens: Arr AP2 block = 25.4; SR-BI DiI-HDL act = 29.2; PvdQ acylase = 2.3; SR-BI HDL uptake = -29.2; C-LANA FP = -0.9; DAGLB inh = 1.4; NSD2 inh = -0.7; Cardiac RTF inh = 1.8; PKA-R2B act = -13.1; Keap1-Nrf2 PPI = 0.8
# `CCS(=O)(=O)Nc1ccccc1C(N)=O` across the screens: Arr AP2 block = -5.3; SR-BI DiI-HDL act = 12.7; PvdQ acylase = -15.1; SR-BI HDL uptake = -12.7; C-LANA FP = -0.3; DAGLB inh = 1.2; NSD2 inh = -2.3; Cardiac RTF inh = -4.6; PKA-R2B act = -3.7; Keap1-Nrf2 PPI = 3.7
